Xi reactivation – X-chromosome reactivation activator | XiGFP mouse fibroblasts, % GFP-positive cells imaging, 3 d; cells co-treated with 5-aza-dC sensitizer; scaled so ellipticine positive control = 100% | activation, % at 7.58 µM | 360,000 compounds, 0.055% hits;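 active = mean normalized replicate activation at least 10% and every replicate at or above 10%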;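 note: 0% = median of on-plate neutral control wells and 100% = ellipticine 6 µM median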
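System: XiGFP fibroblasts, SV40-immortalized. Medium: DMEM plus 5-aza-dC sensitizer. Doses: single point. Timing: 3 d treatment, 15 min room-temperature fixation. Control set: ellipticine 6 µM.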
RAD54 inh – blocks human RAD54 Holliday junction branch migration; Q92698; FAM/BHQ fluorescence; inhibition, % at 10.4 µM; 360,000 compounds, 0.14% hits; AID 602329;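 active = mean normalized replicate activity at least 40 and at least half of replicates scoring 40 or more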;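 note: 0% = median of neutral control wells and 100% = median of positive control wells; inhibitors cause a drop in the FAM fluorescence signal; in these data hits start at about 50%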
ERAP1 inh – inhibitors of human ERAP1 aminopeptidase | recombinant ERAP1, Leu-AMC fluorescence, 60 min | Q9NZ08 | 340,000 compounds, 0.15% hits | inhibition, % at 10.7 µM;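 active = mean replicate inhibition of at least 30%, or all replicates individually reaching that 30% level; inactive = mean below 30% and not every replicate reaching it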;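 note: 0% = neutral control wells and 100% = L-leucinethiol positive control wells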
Target sequence (Q9NZ08 whole entry, looked up): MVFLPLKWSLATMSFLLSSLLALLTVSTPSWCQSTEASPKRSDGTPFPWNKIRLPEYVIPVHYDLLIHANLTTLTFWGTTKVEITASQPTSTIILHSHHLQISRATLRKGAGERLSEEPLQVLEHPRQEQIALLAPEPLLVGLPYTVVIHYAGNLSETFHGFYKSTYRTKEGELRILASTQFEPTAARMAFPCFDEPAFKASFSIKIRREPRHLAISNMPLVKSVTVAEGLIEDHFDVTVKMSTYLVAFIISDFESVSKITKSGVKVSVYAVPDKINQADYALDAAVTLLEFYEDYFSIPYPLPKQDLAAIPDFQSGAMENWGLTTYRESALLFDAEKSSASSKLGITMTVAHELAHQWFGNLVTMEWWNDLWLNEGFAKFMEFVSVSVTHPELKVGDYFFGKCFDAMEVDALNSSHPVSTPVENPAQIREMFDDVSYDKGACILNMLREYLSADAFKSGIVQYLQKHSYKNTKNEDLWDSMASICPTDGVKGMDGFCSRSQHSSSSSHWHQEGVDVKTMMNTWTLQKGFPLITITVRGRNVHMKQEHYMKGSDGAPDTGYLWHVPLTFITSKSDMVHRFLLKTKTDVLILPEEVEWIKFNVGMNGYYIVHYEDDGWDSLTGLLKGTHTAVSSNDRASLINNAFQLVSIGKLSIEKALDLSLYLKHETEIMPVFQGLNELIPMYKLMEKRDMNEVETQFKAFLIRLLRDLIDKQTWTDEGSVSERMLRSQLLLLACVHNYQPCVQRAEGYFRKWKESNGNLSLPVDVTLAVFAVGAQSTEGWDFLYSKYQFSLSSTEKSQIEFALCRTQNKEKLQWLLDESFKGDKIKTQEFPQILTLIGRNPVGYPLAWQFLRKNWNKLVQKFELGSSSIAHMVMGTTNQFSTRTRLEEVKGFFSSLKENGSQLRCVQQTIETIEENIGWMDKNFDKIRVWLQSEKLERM
ARNT-TACC3 inh – disruptors of human ARNT/TACC3 interaction | AlphaScreen His-ARNT PAS-B/GST-TACC3 binding, luminescence; TACC3 fragment carries E629A point mutation | inhibition, % at 9.99 µM | 390,000 compounds, 0.66% hits | AID 623870;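 active = mean inhibition of replicates at least 50% and at least half of replicates each reaching 50%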;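 note: 0% = complete ARNT plus TACC3 wells and 100% = ARNT alone without TACC3; many hits fall short of the cut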
RAD52 anneal inh – RAD52 (human) annealing inhibition. recombinant RAD52 DNA annealing, FRET fluorescence. inhibition, % at 18.7 µM. 360,000 compounds, 0.46% hits. AID 651710;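 active = every replicate showing at least 50% inhibition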
F508del corr – CFTR F508del correction in bronchial cells; CFBE cells, YFP halide quenching; stimulated with forskolin plus potentiator P3; % fluorescence drop versus neutral controls; activity (quench increase), % at 7.58 µM; 350,000 compounds, 0.36% hits; AID 720511;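 active = mean added fluorescence quench of at least 8% versus neutral control, with both replicates also reaching 8%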;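 note: cells transiently co-express mutant CFTR-F508del with the halide-sensitive YFP; corrector assay measuring rescue of mutant channel to the surface after 24 h compound exposure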
GSIS activator – primary screen for activators of insulin secretion dependent on glucose, INS-1E cells, GLuc reporter luminescence; AID 743287; INS-1E GLuc reporter insulin secretion, 2-3 h; 370,000 compounds, 0.61% hits; activation, % at 16.6 µM;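 active = lowest replicate activation of at least 40%, so every replicate reaches that level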;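 note: 0% = median of neutral control wells and 100% = median of IBMX positive control wells; some compounds called inactive have numbers as strong as hits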
esBAF inh – SWI/SNF esBAF complex inhibition; 350,000 compounds, 2% hits; AID 602393; reporter increase, % at 12.5 µM; mouse ES cells, Bmi1-luciferase knock-in reporter, 24 h; 100% = twice the neutral-well signal; in the data active = activation above about 40%;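 note: 0% = median of the plate's neutral control wells and 100% = double that signal; a rise in the Bmi1 reporter signal indicates esBAF inhibition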
* hit, by the source's call; · = no result given.

Below each SMILES – Xi reactivation | RAD54 inh | ERAP1 inh | ARNT-TACC3 inh | RAD52 anneal inh | F508del corr | GSIS activator | esBAF inh
1: COCC#Cc1ccc2c(c1)O[C@@H](CN(C)C(=O)c1ccccc1F)[C@@H](C)CN([C@H](C)CO)S2(=O)=O
→ -0.7 | 10 | 0 | -7 | 9 | -1.8 | 12 | 5
2: C#CCNC(=O)C1=C[C@H](c2coc3ccccc3c2=O)[C@@H](CCCO)[C@H](OCC)O1
→ 0.1 | 7 | -1 | 35 | -12 | -0.2 | 6 | -3
3: COc1ccc(NC(=O)N2CCCCN3[C@H](CO)[C@H](c4ccc(C#CCC(C)C)cc4)[C@H]3C2)cc1
→ 0.2 | 4 | -1 | 14 | 10 | -0.6 | 13 | -6
4: c1ccc(-c2nc(NCCCn3ccnc3)c3ccccc3n2)cc1
→ 0.0 | · | 5 | 18 | 32 | -1.4 | 24 | ·
5: O=C(NNC(=O)C12CC3CC(CC(C3)C1)C2)c1cnccn1
→ 1.3 | 3 | · | -4 | · | · | 1 | ·
6: CCCCNC(=S)NNC(=O)c1cc(-c2cccnc2)nc2ccccc12
→ -0.1 | -7 | -2 | -44 | -2 | -2.1 | -19 | ·
7: N#C[C@@H]1[C@@H](c2ccccc2C2=CCCC2)[C@@H](CO)N1C(=O)NC1CCCCC1
→ 0.0 | · | 1 | · | -19 | 0.9 | -13 | ·
8: Cc1onc(-c2ccccc2)c1C(=O)Nc1sc2c(c1C#N)CCC(C)C2 (stereo unspecified)
→ · | 7 | 3 | 3 | -25 | -1.4 | -12 | 1
9: COC(=O)c1cccc(-n2c(CCC(=O)O)ccc2-c2cccs2)c1
→ -0.1 | · | -2 | 8 | -22 | -3.6 | -6 | ·
10: CC(C)Oc1ccccc1-c1cc(C(=O)N/N=C/c2cccnc2)c2ccccc2n1
→ 0.0 | 1 | -7 | 16 | -21 | 0.1 | 15 | -4
11: N#CC(=NCc1cccnc1)C1=C(O)c2ccccc2C1=O
→ 0.0 | 7 | · | 11 | -18 | -1.6 | 3 | -6
12: C[C@@H]1CN([C@@H](C)CO)C(=O)Cc2cc(NC(=O)Cc3ccccc3)ccc2O[C@@H]1CN(C)CC1CCCCC1
→ 0.1 | -1 | -1 | -9 | 3 | 0.3 | 0 | 0
13: CCN(CCn1cccn1)C(=O)c1cc(COc2cc(C)ccc2C)on1
→ 0.5 | -4 | -1 | -9 | -26 | -0.3 | -19 | 70*
14: COc1ccc(C(=O)/C=C/c2ccc(OC)c(COc3ccccc3F)c2)cc1
→ 0.3 | -5 | · | -31 | · | · | -11 | ·
15: Cc1cccc(NC(=O)C2Cc3ccccc3CN2C(=O)OCc2ccccc2)c1C (stereo unspecified)
→ 0.2 | · | -1 | -3 | -2 | · | -11 | ·
16: COCC(=O)N(C)C[C@@H]1Oc2cc(-c3ccncc3)ccc2S(=O)(=O)N([C@@H](C)CO)C[C@@H]1C
→ -0.4 | -1 | 2 | -5 | 11 | 2.1 | 8 | 0
17: COCC#Cc1cnc2c(c1)C(=O)N([C@H](C)CO)C[C@@H](C)[C@@H](CN(C)Cc1ccc(F)cc1)O2
→ 0.3 | -17 | 4 | -1 | 1 | 1.5 | 10 | 5
18: COc1ccc([N+](=O)[O-])cc1NC(=O)COC(C)=O
→ 0.9 | · | 3 | -4 | -20 | -4.5 | -15 | ·
19: C[C@@H]1CCCCO[C@@H](CN(C)S(=O)(=O)c2ccc(Cl)cc2)[C@@H](C)CN([C@@H](C)CO)C(=O)c2cc(NS(=O)(=O)c3cccs3)ccc2O1
→ 0.2 | 3 | -1 | 8 | 9 | -0.2 | 10 | 3
20: CCC(=O)Nc1ccc2c(c1)nc(CCN1CCN(C)CC1)n2C
→ · | -1 | · | 5 | · | · | 5 | -2
21: COc1ccc(S(=O)(=O)N2CCN(C)CC2)cc1NC(=O)c1ccccc1C
→ -0.1 | 5 | -3 | 2 | -5 | -0.5 | 3 | -9
22: COc1ccccc1CN1CCN(Cc2nc(-c3ccccc3)no2)CC1
→ -0.2 | · | 3 | 0 | -15 | -3.2 | -2 | ·
23: COc1ccc(C(=O)NCCS(=O)(=O)N(C)Cc2ccccc2)cc1
→ 0.0 | -5 | 1 | -7 | -8 | -2.8 | 11 | -1
24: Cc1ccc(S(=O)(=O)N(CC(=O)Nc2ccc(Cl)cc2)C(=O)N2CCN(C)CC2)cc1
→ 0.4 | -5 | 3 | -30 | -6 | 0.2 | 8 | -2
25: CN(C)C(=O)c1ccc(-c2ccc([C@@H]3[C@@H](CO)N(C(=O)C4CC4)[C@H]3C#N)cc2)cc1
→ -0.1 | -5 | 2 | 16 | -43 | 1.7 | -3 | 4
26: COc1ccc(NC(=O)Nc2ccc3c(c2)[C@@H]2C[C@H](CC(=O)O)O[C@@H](CO)[C@@H]2O3)cc1
→ 0.1 | 3 | 0 | 2 | 5 | -0.7 | 9 | -2
27: O=C(N[C@@H](Cc1ccccc1)C(=O)OCc1ccccc1)c1nc[nH]c1C(=O)N1CCc2ccccc2C1
→ 1.5 | 1 | -1 | 2 | -54 | -1.7 | -8 | -5
28: O=S(=O)(c1cc(Cl)c(Cl)cc1Cl)N1CCN2CCCC2C1 (stereo unspecified)
→ 0.0 | 1 | 5 | -2 | -30 | -3.9 | -7 | 6
29: COc1cccc(C(=O)N[C@H](C(=O)N2CCC[C@H]2C(=O)NC2CCCC2)c2ccccc2)c1
→ 0.5 | · | 4 | · | -7 | -0.6 | · | ·
30: CC(C)(C)C(=O)Nc1cccc(-c2ccc[nH]2)n1
→ 0.1 | · | -2 | -1 | -65 | -0.5 | · | ·
31: Cc1ccc(NC(=O)CCCCCN2C(=O)[C@@H]3Cc4ccccc4CN3C2=O)c(C)c1
→ 0.1 | · | -2 | 2 | -7 | 1.9 | 0 | -3

Compounds listed so far with sulfur (10):
Below each SMILES – Xi reactivation | RAD54 inh | ERAP1 inh | ARNT-TACC3 inh | RAD52 anneal inh | F508del corr | GSIS activator | esBAF inh
1: COCC#Cc1ccc2c(c1)O[C@@H](CN(C)C(=O)c1ccccc1F)[C@@H](C)CN([C@H](C)CO)S2(=O)=O
→ -0.7 | 10 | 0 | -7 | 9 | -1.8 | 12 | 5
6: CCCCNC(=S)NNC(=O)c1cc(-c2cccnc2)nc2ccccc12
→ -0.1 | -7 | -2 | -44 | -2 | -2.1 | -19 | ·
8: Cc1onc(-c2ccccc2)c1C(=O)Nc1sc2c(c1C#N)CCC(C)C2 (stereo unspecified)
→ · | 7 | 3 | 3 | -25 | -1.4 | -12 | 1
9: COC(=O)c1cccc(-n2c(CCC(=O)O)ccc2-c2cccs2)c1
→ -0.1 | · | -2 | 8 | -22 | -3.6 | -6 | ·
16: COCC(=O)N(C)C[C@@H]1Oc2cc(-c3ccncc3)ccc2S(=O)(=O)N([C@@H](C)CO)C[C@@H]1C
→ -0.4 | -1 | 2 | -5 | 11 | 2.1 | 8 | 0
19: C[C@@H]1CCCCO[C@@H](CN(C)S(=O)(=O)c2ccc(Cl)cc2)[C@@H](C)CN([C@@H](C)CO)C(=O)c2cc(NS(=O)(=O)c3cccs3)ccc2O1
→ 0.2 | 3 | -1 | 8 | 9 | -0.2 | 10 | 3
21: COc1ccc(S(=O)(=O)N2CCN(C)CC2)cc1NC(=O)c1ccccc1C
→ -0.1 | 5 | -3 | 2 | -5 | -0.5 | 3 | -9
23: COc1ccc(C(=O)NCCS(=O)(=O)N(C)Cc2ccccc2)cc1
→ 0.0 | -5 | 1 | -7 | -8 | -2.8 | 11 | -1
24: Cc1ccc(S(=O)(=O)N(CC(=O)Nc2ccc(Cl)cc2)C(=O)N2CCN(C)CC2)cc1
→ 0.4 | -5 | 3 | -30 | -6 | 0.2 | 8 | -2
28: O=S(=O)(c1cc(Cl)c(Cl)cc1Cl)N1CCN2CCCC2C1 (stereo unspecified)
→ 0.0 | 1 | 5 | -2 | -30 | -3.9 | -7 | 6
